TAG inh = reduces triacylglycerol accumulation in H9c2 cells; hit rate 0.66% among 230,000; inhibition, % at 12.5 µM; Nile Red lipid (TAG) fluorescence; cells loaded with 200 µM oleic acid;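 active = pattern-corrected inhibition of lipid staining of at least 50% with the nuclear-stain viability signal not falling by more than 50%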;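 also: 0% = DMSO wells and 100% = triacsin C control wells; some results filed as inactive read as strong as hits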
TAG inh DAPI viability = second read-out of TAG inh, no call of its own (marks repeat the call); DAPI nuclei signal change (viability), lower = more cytotoxic, %;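 whole-well DAPI fluorescence read on a plate reader as a viability signal; minus 50 percent equals half of cells still viable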
* marks the source's active call; other numbers are inactive results; & = joins results of further samples. Not all compounds are listed (hit frequency here may not be typical).

A first look (4 entries):
cpd	canonical_smiles	TAG inh	TAG inh DAPI viability
1	C[C@H]1c2cccc(O)c2C(O)=C2C(=O)[C@]3(O)C(O)=C(C(N)=O)C(=O)[C@@H](N(C)C)C3[C@@H](O)C21 (stereo partly drawn)	4	-4
2	CC12CCC(=O)C=C1CCC1C2CCC2(C)C1CC[C@]2(O)C(=O)CO (stereo partly drawn)	5	13
3	CCOC(=O)NNc1nncc2ccccc12	2	-5
4	COc1c(O)cc2c(c1O)[C@@H]1OC(CO)C(O)C(O)[C@H]1OC2=O (stereo partly drawn)	-3	-2

The list itself, from the first entry:
cpd	canonical_smiles	TAG inh	TAG inh DAPI viability
1	C[C@H]1c2cccc(O)c2C(O)=C2C(=O)[C@]3(O)C(O)=C(C(N)=O)C(=O)[C@@H](N(C)C)C3[C@@H](O)C21 (stereo partly drawn)	4	-4
2	CC12CCC(=O)C=C1CCC1C2CCC2(C)C1CC[C@]2(O)C(=O)CO (stereo partly drawn)	5	13
3	CCOC(=O)NNc1nncc2ccccc12	2	-5
4	COc1c(O)cc2c(c1O)[C@@H]1OC(CO)C(O)C(O)[C@H]1OC2=O (stereo partly drawn)	-3	-2
5	COc1cc([C@H]2Oc3cc([C@H]4Oc5cc(O)cc(O)c5C(=O)[C@@H]4O)ccc3O[C@@H]2CO)ccc1O	3	3
6	CNc1c2c(nn1C)CCCC2	-2	-3
7	CN(C)CCOc1ccccc1Cc1ccccc1	9	-4
8	CC1OC(CC(=O)O)CC2=C1C(=O)c1c(O)cccc1C2=O (stereo not drawn)	128	-77
9	Nc1ncnc2nc[nH]c12	5&-1	-2&-5
10	COc1ccc2nc(NC(=O)Nc3ccccc3)sc2c1	8	4
11	CCCCC1C(=O)N(c2ccccc2)N(c2ccccc2)C1=O	4	-8
12	Cc1cccc(C)c1NC(=O)C1CCCCN1C (stereo not drawn)	20	-5
13	Cn1c(=O)c2c(ncn2CCO)n(C)c1=O	1	-5
14	CC(=O)Nc1ccccc1	-7	-3
15	Cc1[nH]c2ccccc2c1/C=N/NC(N)=S	-16	5
16	O=C1Cc2c([nH]c3ccc([N+](=O)[O-])cc23)-c2ccccc2N1	36	-10
17	NNC(=O)CP(=O)(c1ccccc1)c1ccccc1	-8	-3
18	COc1ccc(CN2CCN(C(c3ccc(F)cc3)c3ccc(F)cc3)CC2)c(OC)c1OC	-20	8

Random excerpt: 4 entries already listed.
cpd	canonical_smiles	TAG inh	TAG inh DAPI viability
9	Nc1ncnc2nc[nH]c12	5&-1	-2&-5
11	CCCCC1C(=O)N(c2ccccc2)N(c2ccccc2)C1=O	4	-8
5	COc1cc([C@H]2Oc3cc([C@H]4Oc5cc(O)cc(O)c5C(=O)[C@@H]4O)ccc3O[C@@H]2CO)ccc1O	3	3
2	CC12CCC(=O)C=C1CCC1C2CCC2(C)C1CC[C@]2(O)C(=O)CO (stereo partly drawn)	5	13

Screens deposited in PubChem by Sanford-Burnham Center for Chemical Genomics.
